HepG2 viability – counter-screen for TGF-b inhibitors: cytotoxicity in HepG2 cells. 0.76% of 410,000 active. Potency, µM (top dose mostly 46.1 µM), inactives show at the highest dose activity change, negative = cytotoxicity, actives largely listed as cytotoxic. HepG2 CAGA-GFP viability, ATP luminescence, 18 h; note: some results filed as inactive show a strong effect at the top dose
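HepG2 CAGA-GFP cells (1000/well, DMEM with 1% FBS) received compound, then TGF-beta at 500 pg/mL final, and were incubated 18 hours at 37 degrees C. Viability was read by CellTiter-Glo luminescence. Media-only wells were set as complete cell-killing and DMSO as no toxicity.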
Nrf2 block – inhibitors of Nrf2 signaling; A549 ARE-Fluc reporter, luciferase luminescence, 18-24 h; Potency, µM (top dose mostly 46 µM), without a hit: top-dose activity change, negative = inhibition, actives largely listed as inhibitors; 2.1% of 360,000 active; note: % is set by controls: 0 for no effect and ±100 for the full control effect; nearly all actives have a fitted effect of over 60% in size
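Cells were seeded and rested 2 h, then exposed to compounds for 18-24 h. CellTiter-Fluor was read first as a viability measure. BugLite was added 15 min before the final luminescent read of ARE-luciferase activity in A549 cells.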
EPAC2 antag – antagonists of human EPAC2. EPAC2 GEF exchange of Rap1B-BODIPY-GDP, fluorescence. Potency, µM (top dose mostly 114 µM), for inactives: at the top dose activity, negative = inhibition, most hits filed as inhibitors. 0.18% of 360,000 active; note: % is set by controls: 0 for no effect and ±100 for the full control effect; nearly all actives have a fitted effect of over 45% in size; many of its hits are not listed in these tables
Target sequence (Q8WZA2 whole entry, looked up): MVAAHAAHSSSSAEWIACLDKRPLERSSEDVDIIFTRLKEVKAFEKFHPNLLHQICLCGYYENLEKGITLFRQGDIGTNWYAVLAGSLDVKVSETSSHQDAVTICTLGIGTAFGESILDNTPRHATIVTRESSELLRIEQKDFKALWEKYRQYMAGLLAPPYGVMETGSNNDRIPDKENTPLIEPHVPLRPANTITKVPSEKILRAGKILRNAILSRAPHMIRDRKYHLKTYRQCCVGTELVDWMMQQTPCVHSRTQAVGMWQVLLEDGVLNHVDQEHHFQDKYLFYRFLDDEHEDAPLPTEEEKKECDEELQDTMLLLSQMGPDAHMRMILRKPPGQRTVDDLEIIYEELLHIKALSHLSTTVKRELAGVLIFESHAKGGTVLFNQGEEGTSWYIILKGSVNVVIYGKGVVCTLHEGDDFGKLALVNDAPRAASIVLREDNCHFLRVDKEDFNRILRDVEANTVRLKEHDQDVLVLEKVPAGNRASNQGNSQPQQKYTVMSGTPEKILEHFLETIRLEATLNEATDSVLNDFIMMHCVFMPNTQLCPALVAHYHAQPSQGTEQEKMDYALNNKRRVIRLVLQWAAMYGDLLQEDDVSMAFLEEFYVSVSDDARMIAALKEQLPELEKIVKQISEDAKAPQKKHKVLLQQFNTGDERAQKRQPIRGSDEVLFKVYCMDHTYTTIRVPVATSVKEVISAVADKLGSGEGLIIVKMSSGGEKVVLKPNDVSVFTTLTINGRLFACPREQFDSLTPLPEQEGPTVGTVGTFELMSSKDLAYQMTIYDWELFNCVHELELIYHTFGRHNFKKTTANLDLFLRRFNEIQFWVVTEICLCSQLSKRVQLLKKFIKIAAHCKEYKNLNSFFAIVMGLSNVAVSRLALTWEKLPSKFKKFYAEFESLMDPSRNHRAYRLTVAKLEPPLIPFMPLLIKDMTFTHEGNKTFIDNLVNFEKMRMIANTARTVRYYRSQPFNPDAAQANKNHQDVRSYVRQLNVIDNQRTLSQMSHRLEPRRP
MCF10A rereplic – inducers of DNA re-replication in MCF 10A breast cells | MCF 10A DNA re-replication, Hoechst nuclear intensity, 48 h | Potency, µM (series often up to 46.1 µM), for the others: at the highest dose activity, positive = re-replication, most hits filed as activators | 2.9% of 350,000 active | AID 624296; note: % of control where 0% means no effect; nearly all actives have a fitted effect of over 50% in size
TGFb SMAD3 inh – blocks TGF-b signaling; HepG2 CAGA-GFP TGF-b/SMAD3 reporter, GFP fluorescence, 18 h; TGF-beta stimulated, 500 pg/mL final; Potency, µM (series often up to 46.1 µM), inactives show top-dose activity, negative = inhibition, actives largely listed as inhibitors; 1.2% of 410,000 active; AID 588855; note: % is set by controls: 0 for no effect and ±100 for the full control effect; nearly all actives have a fitted effect of over 65% in size
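Inhibition was scored as loss of TGF-beta-induced (500 pg/mL final, 18 hours, 37 degrees C) GFP in HEPG2 cells carrying a CAGA-GFP reporter, in DMEM with 1% FBS. Well GFP was summed per cell; Activity was normalised to unstimulated and stimulated DMSO wells, then concentration-response fitting.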
ATXN2 expr inh – reduces ATXN2 reporter expression in HEK-293 cells. HEK-293 ATXN2-luciferase reporter, luminescence, 24 h. Potency, µM (doses to about 57 µM), for inactives: at the highest dose activity change, negative = inhibition, usual class: inhibitors. 0.72% of 360,000 active. AID 1745845; note: % is set by controls: 0 for no effect and ±100 for the full control effect; nearly all actives have a fitted effect of over 55% in size
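qHTS (up to 57 uM final) was run with 24 h compound exposure of reporter cells at 37 °C. Each well was multiplexed: SteadyGlo luminescence measured ATXN2-luciferase expression after a fluorogenic Gly-Phe-AFC viability readout (25 uM final).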
Nrf2 ARE act – activates Nrf2 signaling | AREc32 ARE-luciferase reporter (MCF7-derived line), luminescence, 24 h | Potency, µM (series often up to 46.1 µM), for the others: top-dose activation, actives largely listed as activators | 0.31% of 410,000 active | AID 624171; note: % of control where 0% means no effect; nearly all actives have a fitted effect of over 65% in size
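AREc32_Fluc, 1000 cells/well, OPTI-MEM + 5% FBS, o/n 37 deg C 5% CO2; 23 nL cpd by pin tool, 24 hr; Steady-Glo 30 min RT, luminescence.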
ATXN viability – cell viability loss in ATXN counter-screen | 0.49% of 400,000 active | S2 cells (HEK-293 line with an ATXN2-luciferase reporter) viability, CellTiter-Fluor protease fluorescence, 24 h | Potency, µM (series often up to 56.7 µM), actives largely listed as cytotoxic; note: nearly all actives have a fitted effect of over 40% in size
A549 tox – counter-screen for Nrf2 inhibitors: cytotoxicity in A549 cells; A549 ARE-Fluc cells, CellTiter-Fluor viability, 18-24 h; Potency, µM (titrated, usually from 46 µM), inactives show top-dose activity change, negative = cytotoxicity, actives largely listed as inhibitors; 0.16% of 390,000 active; AID 504648; note: % is set by controls: 0 for no effect and ±100 for the full control effect
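Cytotoxicity counterscreen: CellTiter-Fluor fluorescence was measured in A549 ARE_Fluc cells after 18-24 h of compound exposure in a concentration series. The subsequent BugLite luminescent read reports ARE-luciferase activity.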
An asterisk follows results filed as active; i = inactive; ? = inconclusive; / = not tested or not shown; [ ] = remark or other dose. Calls come from the whole dose curve; as a rule, active = well fitted curve in the direction sought with a large enough effect; inconclusive = small, poorly fitted or top-dose-only effect, or another doubt; inactive = no such curve, though single readings can be large; an effect the other way counts as inactive or inconclusive. Potency is the fitted concentration of half-maximal effect.

The line under a structure holds: HepG2 viability | Nrf2 block | EPAC2 antag | MCF10A rereplic | TGFb SMAD3 inh | ATXN2 expr inh | Nrf2 ARE act | ATXN viability | A549 tox
- COc1cccc(OC)c1C(=O)Nc1ccc([N+](=O)[O-])cn1
 : -2% | -9% | 0% | 4% | -22% | 1% | 0.2% | i | 7%
- COc1ccc(N2C(=O)CC(N(Cc3ccco3)C(=O)CCC(=O)O)C2=O)cc1 (stereo not drawn)
 : -3% | 4% | -8% | 0% | -6% | / | 0.0% | i | 0%
- Cc1ccccc1CSc1ncc(C#N)c(N)n1
 : -5% | ? | 18% | 20% | -8% | 98%[activator] | 6.5% | i | 18%
- N#Cc1ccccc1Sc1ccccc1C(=O)Nc1ccc(Br)cc1
 : -13% | 4% | 13% | 9% | ? | -3% | 3.2% | i | 19%
- Cc1ccc([N+](=O)[O-])cc1NC(=S)NC(=O)c1cccnc1
 : 0% | -5% | -11% | 1% | -3% | -12% | 5.5% | i | 9%
- COc1cc(NS(=O)(=O)c2cc3c(cc2C)NC(=O)CO3)cc(OC)c1
 : -24% | -13% | -2% | 2% | -8% | -5% | 0.0% | i | 0%
- COc1cc(Cl)c(C)cc1NC(=O)CC1Oc2ccccc2NC1=O (stereo not drawn)
 : -35% | 13% | / | / | -14% | / | 6.2% | / | 1%
- c1ccc2cc(-c3csnn3)ccc2c1
 : -6% | / | 3% | -2% | 26% | 14% | 7.9% | i | -12%
- CC1(C)O[C@@H]2[C@H](O1)[C@@H](CO)O[C@H]2n1cnc2c(=O)[nH]cnc21
 : -4% | 8% | 16% | 11% | -3% | 7% | -1.7% | i | 0%
- CC(=O)Nc1ccc(NC(=O)CN(C)S(=O)(=O)c2ccc3ccccc3c2)cc1
 : -1% | 0% | 11% | 4% | -1% | -8% | 3.0% | i | 0%
- Cc1sc2ncnc(NS(=O)(=O)c3ccc(Cl)cc3)c2c1C
 : -14% | ? | -13% | -2% | -19% | -24% | -1.1% | i | -18%
- COc1ccccc1/C=N/Nc1nc(C)cc(C)n1
 : -25% | 11% | 4% | 0% | 3% | 14% | -0.2% | i | 3%
- Cc1cc(NC(=O)CSc2nnc(C3CC3)n2N)no1
 : 3% | 0% | 7% | -6% | -2% | -3% | -0.1% | i | -1%[1.84 µM]
- CCN(CC)CCn1c(=N)n(CC(O)COc2cccc(C)c2)c2ccccc21 (stereo not drawn)
 : -59% | -1% | 2% | ? | ? | -31%[11.3 µM] | 3.9% | ? | ?
- COC(=O)c1ccc2c(c1)sc(=NC(=O)CCS(=O)(=O)c1ccccc1)n2C
 : 5% | 2% | 10% | ? | 3% | 5% | 4.4% | i | -9%
- Cc1cc(C)n(CC(=O)Nc2ccc([N+](=O)[O-])cc2)n1
 : -36% | 11% | -9% | 4% | -6% | / | 0.0% | i | -1%
- O=C(CCCCCN1C(=O)c2cccc([N+](=O)[O-])c2C1=O)Nc1ccccc1F
 : 8% | 2% | -8% | -7% | 8% | / | -0.2% | i | -11%
- CCOc1ccc(CC(=O)N/N=C/c2cccnc2)cc1OCC
 : 0% | -26% | 4% | 2% | 2% | -1% | -0.8% | i | -3%
- CC1CN(C(=O)CS(=O)(=O)Cc2ccccc2)CC(C)O1 (stereo not drawn)
 : 2% | ? | 2% | 5% | -7% | 14% | 0.2% | i | 3%
- CCCCOc1ccc(/C=C/C(=O)OCC(=O)NC2CCS(=O)(=O)C2)cc1OCC (stereo not drawn)
 : 2% | -2% | -3% | 10% | 3% | -4% | 2.1% | i | 3%

Compound profiles, as listed above. Screens in order: HepG2 viability | Nrf2 block | EPAC2 antag | MCF10A rereplic | TGFb SMAD3 inh | ATXN2 expr inh | Nrf2 ARE act | ATXN viability | A549 tox
`Cc1ccccc1CSc1ncc(C#N)c(N)n1` as listed: -5% | ? | 18% | 20% | -8% | 98%[activator] | 6.5% | i | 18%
`CCOc1ccc(CC(=O)N/N=C/c2cccnc2)cc1OCC` as listed: 0% | -26% | 4% | 2% | 2% | -1% | -0.8% | i | -3%
`c1ccc2cc(-c3csnn3)ccc2c1` as listed: -6% | / | 3% | -2% | 26% | 14% | 7.9% | i | -12%

4 records drawn at random from those above, as already listed:
The line under a structure holds: HepG2 viability | Nrf2 block | EPAC2 antag | MCF10A rereplic | TGFb SMAD3 inh | ATXN2 expr inh | Nrf2 ARE act | ATXN viability | A549 tox
- Cc1cc(NC(=O)CSc2nnc(C3CC3)n2N)no1
 : 3% | 0% | 7% | -6% | -2% | -3% | -0.1% | i | -1%[1.84 µM]
- Cc1cc(C)n(CC(=O)Nc2ccc([N+](=O)[O-])cc2)n1
 : -36% | 11% | -9% | 4% | -6% | / | 0.0% | i | -1%
- CCOc1ccc(CC(=O)N/N=C/c2cccnc2)cc1OCC
 : 0% | -26% | 4% | 2% | 2% | -1% | -0.8% | i | -3%
- CC(=O)Nc1ccc(NC(=O)CN(C)S(=O)(=O)c2ccc3ccccc3c2)cc1
 : -1% | 0% | 11% | 4% | -1% | -8% | 3.0% | i | 0%

(next part)
The line under a structure holds: HepG2 viability | Nrf2 block | EPAC2 antag | MCF10A rereplic | TGFb SMAD3 inh | ATXN2 expr inh | Nrf2 ARE act | ATXN viability | A549 tox
- O=[N+]([O-])c1cccc(C(=S)N2CCCC2)c1
 : -16% | -16% | -5% | 8% | -16% | -5% | 0.5% | i | 2%
- Cc1c(C(=O)N(C)Cc2nc3ccccc3c(=O)[nH]2)oc2ccccc12
 : -7% | -8% | -4% | 10µM* | 9% | -25% | 0.1% | ? | -27%
- Cc1ccc(S(=O)(=O)Nc2cc(C)cn(Cc3ccccc3)c2=O)cc1
 : -17% | -1% | 6% | 25% | -1% | -32% | -0.3% | i | 0%
- CCOc1ccc(S(=O)(=O)NCC(c2ccco2)S(=O)(=O)c2ccc(C)cc2)cc1 (stereo not drawn)
 : 2% | / | / | / | ? | / | 4.3% | / | 1%
- COC(=O)c1ccc(NC(=O)c2ccccc2CC[N+](=O)[O-])cc1
 : -17% | ? | -11% | -6% | 4% | 10%[11.3 µM] | -0.2% | i | -2%
- NC(=O)Cn1c(=O)n(CCCCCC(=O)NCc2ccc(F)cc2)c(=O)c2sccc21
 : 4% | 10% | / | / | 14% | 3% | 0.2% | i | -6%
- CSCCC(NS(=O)(=O)c1ccccc1F)C(=O)NC(C)c1ccccc1 (stereo not drawn)
 : -16% | 6% | -2% | -2% | 6% | -21% | 1.9% | i | 0%
- COc1cccc(NS(=O)(=O)c2ccc(OC)c(OC)c2)c1
 : -3% | -26% | 1% | 5% | -10% | 6% | 0.1% | i | 4%
- COc1cccc(OC)c1C(=O)Nc1cccc(-c2ccc3nncn3n2)c1
 : -8% | 8% | 1% | -1% | -20% | 20% | 1.9% | i | -4%
- Cc1c(NC(=O)c2cnn3c(C(F)(F)F)cc(-c4ccco4)nc23)c(=O)n(-c2ccccc2)n1C
 : 15% | / | 4% | 2% | 14% | -1% | -0.2% | i | -6%
- CC(C)C(OC(=O)CN1C(=O)COc2ccccc21)C(=O)NC1CCCCC1 (stereo not drawn)
 : 8% | -4% | -3% | 11% | 0% | -15% | -0.1% | / | -4%
- CCCOC(=O)C(=O)NNc1ccccc1
 : -1% | -2% | 1% | 21% | -15% | -13%[11.3 µM] | 0.7% | i | -11%
- O=C(NNC1CC(=O)N(c2ccc(Br)cc2)C1=O)c1ccccn1 (stereo not drawn)
 : 1% | 10% | 6% | -3% | 0% | 2% | 6.9% | i | 4%
- COC(=O)c1c(C(=O)OC)c(-c2ccccc2)n2c1CS(=O)(=O)C2
 : -8% | -6% | -2% | 3% | ? | -12% | -0.5% | i | -16%
- Cc1cc(Oc2ccccc2)nc(-c2ccccc2)n1
 : 0% | / | -6% | -6% | 0% | 14% | 0.2% | i | 12%
- NS(=O)(=O)c1ccc(NCc2ccccc2OCc2ccccc2F)cc1
 : -48% | ? | 0% | 12% | ? | -19% | -0.5% | ? | -6%
- COc1cccc(N2C(=O)N(CC(=O)NCc3cccc(OC)c3OC)c3ccccc3S2(=O)=O)c1
 : -13% | / | / | / | -3% | -28% | 0.5% | i | -9%
- Cc1ccc(OCC(=O)Nc2cccc(-c3nc4ccccc4o3)c2C)cc1C
 : -23% | -2% | / | / | 3% | -5% | -2.0% | i | 1%
- CC(Oc1ccc2ccc(=O)oc2c1)C(=O)NC(Cc1c[nH]c2ccc(O)cc12)C(=O)O (stereo not drawn)
 : 0% | 3% | 19% | -6% | 7% | 7% | -0.7% | i | 1%
- O=C(CSc1ncn[nH]1)Nc1ccc(Cl)c(Cl)c1
 : 6% | ? | -1% | -2% | -6% | -2% | -0.5% | i | -14%

(continued)
The line under a structure holds: HepG2 viability | Nrf2 block | EPAC2 antag | MCF10A rereplic | TGFb SMAD3 inh | ATXN2 expr inh | Nrf2 ARE act | ATXN viability | A549 tox
- Cc1cc(Cl)nc(Cl)c1C(=O)N1CCOCC1
 : 8% | -19% | -1% | -3% | -2% | -4% | -0.7% | i | -11%
- CCN(C(=O)COc1ccc(C)nc1[N+](=O)[O-])C1CCS(=O)(=O)C1 (stereo not drawn)
 : -2% | 4% | -1% | 7% | 2% | -2% | -0.3% | i | 0%
- COc1ccccc1N(CC(=O)N1CCC(C)CC1)S(=O)(=O)c1ccc(C)cc1
 : 0% | 3% | / | / | -10% | 0% | 2.8% | i | -16%
- COc1cc(C(=O)NC(C)CCc2ccccc2)cc(OC)c1OC (stereo not drawn)
 : 3% | ? | -3% | ? | 0% | 4% | -0.6% | i | -10%
- Cc1ccc2nc(NC(=O)CSc3ncc(C(=O)Nc4ccccc4)c(=O)n3C)sc2c1
 : -3% | / | / | / | -19% | / | 0.7% | / | 1%
- CC(NC(=O)CNC(=O)c1cccs1)c1cccc(C(F)(F)F)c1 (stereo not drawn)
 : -1% | 1% | 3% | 9% | -4% | -16% | -0.1% | i | 2%
- O=C(COc1coc(CN2CCN(c3ccccc3F)CC2)cc1=O)NC1CCCCC1
 : -1% | -27% | 7% | 5% | 4% | -4% | -0.1% | i | -4%
- Cc1ccccc1C(=O)N1CCN(c2ccc([N+](=O)[O-])c(NCc3cccnc3)c2)CC1
 : -3% | ? | -4% | 4% | 4% | -21% | 8.9% | ? | -13%
- CCOc1cc(S(=O)(=O)N2CCN=C2Cc2ccccc2)ccc1F
 : -13% | 12% | -26% | 3% | -28% | -4% | 1.8% | i | 9%

These rows are one share of the data; the hit share may differ from the screen's.
